# Tau FP inhib: blocks human tau fibril formation measured by polarization | K18 P301L tau heparin fibrillization, Alexa594 FP, 6 h | 280,000 tested, 0.39% active | Potency, µM (series often up to 57.7 µM), for the others: at the top dose activity, negative = inhibition, actives largely listed as inhibitors | P10636; also: % is scaled to controls: 0 for no effect and ±100 for the full control effect; nearly all actives have a fitted effect of over 55% in size
#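 Human K18 P301L fragment (15 uM unlabeled plus 0.24 uM Alexa 594-labeled) in 100 mM sodium acetate pH 7 with compound, aggregation induced by 20 uM heparin for 6 hr at 37 C. ThT (30 uM) added for 1 hr, then Alexa 594 FP read.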
# ALDH1A1 block: ALDH1A1 (human) enzyme inhibition | Purified ALDH1A1, NADH fluorescence, propionaldehyde substrate | Potency, µM (series often up to 75.3 µM), for the others: at the highest dose activity, negative = inhibition, usual class: inhibitors | 220,000 tested, 7.3% active | AID 1030; active = well fitted inhibition curve with a large enough effect, not every such curve was filed as active; inconclusive = small, poorly fitted or top-dose-only effect, or another doubt; inactive = no such curve, though single readings can be large or run the other way;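 also: plate controls were no enzyme wells and a reference inhibitor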
# Target sequence (P00352 whole entry, looked up): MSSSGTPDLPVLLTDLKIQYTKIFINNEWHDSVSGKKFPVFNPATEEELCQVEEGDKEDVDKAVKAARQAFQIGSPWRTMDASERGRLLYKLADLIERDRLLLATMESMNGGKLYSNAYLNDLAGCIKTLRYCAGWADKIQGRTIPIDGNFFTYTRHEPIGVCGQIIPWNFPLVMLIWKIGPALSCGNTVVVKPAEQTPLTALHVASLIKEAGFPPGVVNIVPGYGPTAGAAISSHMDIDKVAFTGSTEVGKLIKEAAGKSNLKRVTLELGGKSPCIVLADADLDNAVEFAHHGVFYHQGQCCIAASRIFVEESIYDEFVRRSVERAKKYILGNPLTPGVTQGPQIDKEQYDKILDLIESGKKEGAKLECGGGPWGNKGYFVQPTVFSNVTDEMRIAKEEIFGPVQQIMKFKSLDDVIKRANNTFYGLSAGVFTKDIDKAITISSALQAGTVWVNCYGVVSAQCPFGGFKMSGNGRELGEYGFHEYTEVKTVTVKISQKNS
# HTT aggregate: mutant huntingtin aggregation inhibition. PC12 HttQ103-GFP aggregates, Acumen cytometry, 40 h. Potency, µM (doses to about 46.1 µM), for the others: top-dose activity change, negative = inhibition, hits mostly inhibitors. AID 1688. 220,000 tested, 1.1% active; also: % is scaled to controls: 0 for no effect and ±100 for the full control effect; nearly all actives have a fitted effect of over 60% in size
#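 Aggregates are detected as GFP objects 1–25 µm with signal 6 STDEV over background in lysates of induced PC12 cells. These carry Huntingtin exon 1 with 103 glutamines fused to GFP under an ecdysone promoter; compounds titrated.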
# HTT ATP protect: cytoprotection in Huntington HTT-Q103 PC12 cell model; 230,000 tested, 0.14% active; AID 1471; PC12 HTT-Q103 induced, cytoprotection, ATP luminescence, 40 h; Potency, µM (series often up to 56.4 µM), without a hit: cytoprotection (ATP increase), usual class: activators;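 also: % of control where 0% means no effect; nearly all actives have a fitted effect of over 45% in size; toxic huntingtin expression switched on by the ecdysone agonist tebufenozide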
#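 Rat PC12, Q103 Htt exon1-GFP fusion, ecdysone promoter; tebufenozide inducer 100 nM final; compound titration; qHTS, 1500 cells/well; ATPlite luminescent read.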
# Tau fluor cs: counter-screen for tau fibril formation inhibitors. AID 1463. 280,000 tested, 0.93% active. Potency, µM (top dose mostly 57.7 µM), without a hit: at the top dose activity change, negative = decrease. tau K18 P301L Alexa594 fluorescence, heparin fibrillization; also: % is scaled to controls: 0 for no effect and ±100 for the full control effect; nearly all actives have a fitted effect of over 55% in size
#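 Human tau K18 P301L (15 uM unlabeled, 0.24 uM Alexa 594-labeled) in 100 mM sodium acetate pH 7 with 20 uM heparin, 6 hr at 37 C. ThT 30 uM added, 1 hr ambient; Alexa 594 FP and total fluorescence read at 555/632 nm.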
# Tau ThT inhib: inhibitors of human tau fibril formation, thioflavin T binding. P10636. 270,000 tested, 2.1% active. Potency, µM (titrated, usually from 57.4 µM), for the others: top-dose activity, negative = inhibition, actives largely listed as inhibitors. recombinant tau K18 P301L (four-repeat tau fragment), heparin-induced fibrillization, ThT fluorescence; also: % is scaled to controls: 0 for no effect and ±100 for the full control effect; nearly all actives have a fitted effect of over 55% in size
#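 Heparin-induced fibrillization of the P301L-mutant K18 repeat-domain fragment of human tau was followed by ThT binding in quantitative high-throughput format.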
# SMN2 splice up: SMN2 splice variant enhancement; HEK293 SMN2-luciferase splicing reporter, luminescence, 30-36 h; 210,000 tested, 2.8% active; Potency, µM (doses to about 46.1 µM), for inactives: at the highest dose activity change, positive = activation, actives largely listed as activators; also: % of control where 0% means no effect; nearly all actives have a fitted effect of over 55% in size
#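 HEK293 cells carry an SMN2 minigene-luciferase reporter in which exon 7 inclusion puts luciferase in frame. Cells were seeded at 2000 cells/well, attached for 10-12 hours, then exposed to compounds for 30-36 hours at 37C before ONE-Glo luminescence.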
# KDM4E inh: blocks human JMJD2E demethylase activity | B2RXH2 | JMJD2E catalytic domain, FDH-coupled NADH fluorescence (FDH is formaldehyde dehydrogenase) | Potency, µM (series often up to 57.1 µM), without a hit: top-dose activity change, negative = inhibition, usual class: inhibitors | 230,000 tested, 1.6% active; active = well fitted inhibition curve with a large enough effect, not every such curve was filed as active; inconclusive = small, poorly fitted or top-dose-only effect, or another doubt; inactive = no such curve, though single readings can be large or run the other way;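 also: 0% = wells with enzyme and -100% = buffer wells without enzyme; nearly all actives have a fitted effect of over 50% in size; many of its hits are not listed in these tables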
# Target sequence (B2RXH2 1-337 limits assumed): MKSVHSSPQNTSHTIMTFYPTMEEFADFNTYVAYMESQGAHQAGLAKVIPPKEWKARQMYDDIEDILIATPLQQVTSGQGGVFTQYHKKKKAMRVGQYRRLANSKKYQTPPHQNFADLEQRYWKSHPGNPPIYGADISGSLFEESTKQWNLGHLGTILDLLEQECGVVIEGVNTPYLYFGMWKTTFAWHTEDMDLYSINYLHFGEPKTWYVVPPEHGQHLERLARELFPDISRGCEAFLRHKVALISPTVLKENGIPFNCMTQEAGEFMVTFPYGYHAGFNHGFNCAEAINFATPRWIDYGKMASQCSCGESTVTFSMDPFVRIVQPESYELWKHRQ
# An asterisk follows results filed as active; ? = inconclusive; · = no result given; & = joins results of further samples; [ ] = dose if it differs, or a comment. Unless noted, calls follow the shape of the dose curve; as a rule, active = well fitted curve in the direction sought with a large enough effect; inconclusive = small, poorly fitted or top-dose-only effect, or another doubt; inactive = no such curve, though single readings can be large; an effect the other way counts as inactive or inconclusive. Potency is read from the fitted curve at half-maximal effect.
entry	smiles	Tau FP inhib	ALDH1A1 block	HTT aggregate	HTT ATP protect
1	Cn1c(CSCc2ccc(Cl)c(Cl)c2)n[nH]c1=S	4%	-11%	-22%	19%[0.074 µM]
2	CN(CC(=O)NC1CC(C)(C)NC(C)(C)C1)S(=O)(=O)c1cc(Cl)ccc1Cl	8%	14%	7%	-11%
3	Cc1ccc(S(=O)(=O)Nc2ccc3nc(-c4cccn4C)[nH]c3c2)cc1	?	?	?	-56%[inhibitor]
4	COc1cc(N2CCCC2)c(OC)cc1/C=c1/sc2nc3ccccc3n2c1=O	-11%	16µM*	-3%	-5%
5	Cc1ccc2c(c1)C1CCCC3C1N2CC(=O)N3Cc1ccccc1 (stereo unspecified)	9%	22µM*	-20%	-12%
6	O=C(NCc1ccccn1)c1ccc(CNS(=O)(=O)c2cccc(Cl)c2)cc1	3%	3%	-12%	3%[10 µM]
7	CCOC(=O)CCC(=O)c1c(C)oc2ccc(OC)cc12	1%	5%	2%	-7%
8	CCCCc1c(O)nc(SCC(=O)N2CCOCC2)n(-c2ccccc2C)c1=O	-5%	4%	17%	-2%[0.074 µM]
9	CCc1ccc(-n2c(C)cc(/C=N/NC(=O)c3ccncc3)c2C)cc1	9%	7.9µM*	?	-22%
10	Cc1nnc(NC(=O)CCn2cnc3ccccc3c2=O)s1	1%	17%	25%[9.22 µM]	31%[10 µM]

entry	Tau fluor cs	Tau ThT inhib	SMN2 splice up	KDM4E inh
1	-1%	-2%	-5%	0%
2	1%	0%	-7%	1%
3	?	?	8.9µM*	?
4	-15%	?	-39%[inhibitor]	0%
5	?	?	-50%[inhibitor]	?
6	7%	2%	?	-5%
7	-9%	-10%	19%	4%
8	2%	-12%	32%	3%
9	-13%	-14%	-15%	4%
10	2%	-2%	·	11%

# (listing goes on)
entry	smiles	Tau FP inhib	ALDH1A1 block	HTT aggregate	HTT ATP protect
11	O=C(c1cccc(N2C(=O)C3CC=CCC3C2=O)c1)N1CCCCCC1 (stereo unspecified)	-6%	-1%	-3%	-23%
12	CCOc1cc(C2c3c(-c4ccccc4O)n[nH]c3C(=O)N2CCc2ccccc2)ccc1O (stereo unspecified)	?	·	·	·
13	Fc1ccc(-c2nnn3c2nc(NCc2ccccc2)c2ccccc23)cc1	-2%&-12%	·	-12%[9.22 µM]	16%[10 µM]
14	O=C(COC(=O)c1cnccn1)c1ccc(Br)cc1	6%	-20%	-2%	-10%
15	CCOC(=O)CCn1c(=O)c2c(nc(Br)n2Cc2ccccc2)n(C)c1=O	8%	?	13%	-4%[10 µM]
16	C/C(CC(=O)NC1CCCCC1)=N\NC(=O)Cc1ccc(-c2ccccc2)cc1	-2%	?	?	-78%[inhibitor]
17	CS(=O)(=O)Nc1ccc(S(=O)(=O)NCCc2ccccc2)cc1	3%	2%	-15%	-17%
18	c1ccc(-c2nc(N3CCOCC3)cc(N3CCOCC3)n2)cc1	-5%	-3%	?	-73%[inhibitor]
19	Cc1[nH]c2ccccc2c1/C=C(\C#N)C(=O)NCc1ccccc1	?	2%	7%	-4%[10 µM]
20	Cc1c(Cl)cccc1NC(=S)NC1CC1	4%	?	0%	·

entry	Tau fluor cs	Tau ThT inhib	SMN2 splice up	KDM4E inh
11	-7%	-9%	-29%	4%
12	?	4%	4%	·
13	-7%&-4%	1%	-1%	?
14	1%	-5%	-12%	2%
15	-13%	-11%	28%	?
16	-5%	-6%	-25%	-1%
17	3%	0%	-5%	-2%
18	-7%	-1%	-6%	10%
19	-26%	-5%	16%	-18%
20	-1%	-6%	21%	4%

# Next results.
entry	smiles	Tau FP inhib	ALDH1A1 block	HTT aggregate	HTT ATP protect
21	O=C(Cc1cnc2ncnn2c1)N1CCc2c([nH]c3ccccc23)C1c1ccccn1 (stereo unspecified)	4%	?	44%[9.22 µM]	19%[10 µM]
22	O=C(NNS(=O)(=O)c1ccccc1C(F)(F)F)c1cccc(S(=O)(=O)Nc2ccccc2Cl)c1	0%	6%	-13%	·
23	Cc1nnc(N2CCN(c3ccccc3F)CC2)c2c1nnn2Cc1ccccc1Cl	0%	·	·	·
24	COc1ccc(-c2cc(=O)c3c(OC(C)=O)cc(OC(C)=O)cc3o2)cc1	-11%	?	·	-49%[inhibitor]
25	COc1ccc(NC(=O)c2ccc3c(SCC(=O)O)c4c(nc3c2)CCCC4)c(OC)c1	-9%&-7%	7.9µM*	17%	3%

entry	Tau fluor cs	Tau ThT inhib	SMN2 splice up	KDM4E inh
21	0%	-9%	·	-3%
22	-10%	-9%	7%	6%
23	-14%	-10%	7%	·
24	-13%	?	?	?
25	-9%&-23%	?	-14%&-5%	-10%

# Part of the list above, with one line to a screen.
15. CCOC(=O)CCn1c(=O)c2c(nc(Br)n2Cc2ccccc2)n(C)c1=O
16. C/C(CC(=O)NC1CCCCC1)=N\NC(=O)Cc1ccc(-c2ccccc2)cc1
17. CS(=O)(=O)Nc1ccc(S(=O)(=O)NCCc2ccccc2)cc1
18. c1ccc(-c2nc(N3CCOCC3)cc(N3CCOCC3)n2)cc1
19. Cc1[nH]c2ccccc2c1/C=C(\C#N)C(=O)NCc1ccccc1
20. Cc1c(Cl)cccc1NC(=S)NC1CC1
21. O=C(Cc1cnc2ncnn2c1)N1CCc2c([nH]c3ccccc23)C1c1ccccn1 (stereo unspecified)
22. O=C(NNS(=O)(=O)c1ccccc1C(F)(F)F)c1cccc(S(=O)(=O)Nc2ccccc2Cl)c1
entry no.,15,16,17,18,19,20,21,22
Tau FP inhib,8%,-2%,3%,-5%,?,4%,4%,0%
ALDH1A1 block,?,?,2%,-3%,2%,?,?,6%
HTT aggregate,13%,?,-15%,?,7%,0%,44%[9.22 µM],-13%
HTT ATP protect,-4%[10 µM],-78%[inhibitor],-17%,-73%[inhibitor],-4%[10 µM],·,19%[10 µM],·
Tau fluor cs,-13%,-5%,3%,-7%,-26%,-1%,0%,-10%
Tau ThT inhib,-11%,-6%,0%,-1%,-5%,-6%,-9%,-9%
SMN2 splice up,28%,-25%,-5%,-6%,16%,21%,·,7%
KDM4E inh,?,-1%,-2%,10%,-18%,4%,-3%,6%

23. Cc1nnc(N2CCN(c3ccccc3F)CC2)c2c1nnn2Cc1ccccc1Cl
24. COc1ccc(-c2cc(=O)c3c(OC(C)=O)cc(OC(C)=O)cc3o2)cc1
25. COc1ccc(NC(=O)c2ccc3c(SCC(=O)O)c4c(nc3c2)CCCC4)c(OC)c1
entry no.,23,24,25
Tau FP inhib,0%,-11%,-9%&-7%
ALDH1A1 block,·,?,7.9µM*
HTT aggregate,·,·,17%
HTT ATP protect,·,-49%[inhibitor],3%
Tau fluor cs,-14%,-13%,-9%&-23%
Tau ThT inhib,-10%,?,?
SMN2 splice up,7%,?,-14%&-5%
KDM4E inh,·,?,-10%

# Compound activity deposited in PubChem by National Center for Advancing Translational Sciences (NCATS).

# The list is partial, so the mix of outcomes need not match the whole.
